# ADAM10 inh – inhibitors of human ADAM10; O14672; recombinant ADAM10, EDANS/DABCYL FRET peptide cleavage, 3 h; inhibition, % at 7 µM; 370,000 compounds, 0.62% hits; AID 720582;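 active = inhibition above a per-campaign cutoff equal to the mean of compounds falling between control-based bounds plus 3 SD, cut at about 20% in these data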;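 also: 0% = DMSO wells while the 100% control is not disclosed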
# Target sequence (O14672 214-748 limits assumed): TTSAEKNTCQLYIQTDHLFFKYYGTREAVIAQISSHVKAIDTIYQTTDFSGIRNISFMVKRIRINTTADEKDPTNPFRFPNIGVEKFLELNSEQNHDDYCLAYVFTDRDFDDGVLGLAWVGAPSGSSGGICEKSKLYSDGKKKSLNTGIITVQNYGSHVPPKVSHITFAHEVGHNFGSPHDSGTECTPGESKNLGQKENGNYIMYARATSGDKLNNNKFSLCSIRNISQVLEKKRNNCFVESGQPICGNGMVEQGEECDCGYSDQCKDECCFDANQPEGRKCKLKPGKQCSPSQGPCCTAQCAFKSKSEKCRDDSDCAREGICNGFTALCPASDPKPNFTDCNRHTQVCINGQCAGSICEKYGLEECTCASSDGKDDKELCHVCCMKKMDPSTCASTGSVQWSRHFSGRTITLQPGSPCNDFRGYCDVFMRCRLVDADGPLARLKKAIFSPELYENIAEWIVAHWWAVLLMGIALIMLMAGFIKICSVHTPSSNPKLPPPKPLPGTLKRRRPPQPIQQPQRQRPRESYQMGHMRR
# GAA850 FXN act – activators of GAA850 frataxin (FXN) promoter | HEK293 lucGAA850 FXN promoter luciferase reporter, 24 h; percent of 10 µM SAHA response | activation, % at 6 µM | 360,000 compounds, 0.56% hits;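 active = activation above the average of all compounds screened plus 3 SD, cutoff fixed separately per campaign, cut at about 7.5% in these data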;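 also: 0% = DMSO wells and 100% = 10 µM SAHA wells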
# NPR2 activator – GC-B (human) receptor activation. P20594. 370,000 compounds, 0.11% hits. activation, % at 10 µM. AID 1920062. HEK293-GC-B cells, CNP EC30, cGMP TR-FRET; 0% at EC30 CNP, 100% saturating CNP;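 active = activation at 10 µM reaching about 35% in either raw or pattern-adjusted values, limit read from the data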
# Tn6 DDE FP – disrupts Tn6 cyclic peptide binding to fibrin D-Dimer-E complex. P02675. AID 720509. inhibition, % at 8.3 µM. Fibrin DD(E) TRITC-Tn6 fluorescence polarization displacement. 370,000 compounds, 0.21% hits;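 active = inhibition above a per-campaign cutoff: mean of compounds within control limits plus 3 SD, cut at about 15% in these data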;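 also: 0% = median of all compound wells on the plate and 100% = blocking peptide control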
# rCAG binder – binds r(CAG) RNA repeats; r(CAG) RNA repeat, TO-PRO-1 dye displacement fluorescence; 370,000 compounds, 1.3% hits; AID 651821; inhibition, % at 3 µM;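 active = inhibition above the plate cutoff, the mean of all test compounds on that plate plus 3 SD, cut at about 35% in these data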;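 also: 0% = DMSO alone and 100% = 100 µM mitoxantrone as full dye displacement; higher means more dye released from RNA so lower well fluorescence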
# GC-A act – GC-A (human) enzyme activation; HEK293 GC-A cells, cGMP TR-FRET, EC30 ANP; 0% at EC30 ANP, 100% saturating ANP; activation, % at 10 µM; 370,000 compounds, 0.14% hits; in the data active = activation above about 40%
# sPLA2-III inh – Blocks human group III sPLA2 activity; Q9NZ20; QFRET BODIPY PC-A2 liposome hydrolysis, fluorescence; inhibition, % at 12.2 µM; 370,000 compounds, 0.56% hits;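 active = inhibition above mean plus 3 SD of compounds lying within the high and low control bounds, cut at about 19% in these data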;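 also: 0% = median of test compound wells and 100% = no enzyme DMSO wells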
# ASAP1 GAP inh – ASAP1 ArfGAP inhibition | ASAP1-stimulated ARF1 GTP hydrolysis, GDP FP detection | 360,000 compounds, 0.19% hits | inhibition, % at 16.5 µM | Q9ULH1; in the data active = inhibition above about 25%;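 also: 0% = vehicle with enzyme and substrate and 100% = no enzyme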
# KLK7 zymogen act – activators of human kallikrein-7 zymogen. purified proKLK7, EDANS-DABCYL substrate fluorescence; 100% is mature enzyme control, 0% vehicle. activation, % at 7 µM. 370,000 compounds, 0.9% hits. AID 652039;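 active = activation above the mean of all tested compounds plus 3 SD, computed per campaign excluding outliers beyond control limits, cut at about 13% in these data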
# Target sequence (P49862 whole entry, looked up): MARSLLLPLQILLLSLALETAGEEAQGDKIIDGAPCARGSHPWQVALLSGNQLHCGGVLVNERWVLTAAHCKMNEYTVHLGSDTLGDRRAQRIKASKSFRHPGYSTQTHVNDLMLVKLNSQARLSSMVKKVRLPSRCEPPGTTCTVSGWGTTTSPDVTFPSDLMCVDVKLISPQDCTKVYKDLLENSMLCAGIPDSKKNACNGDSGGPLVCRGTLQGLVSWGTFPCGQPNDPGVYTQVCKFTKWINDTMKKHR
# ARFGAP1 inhibitor – rat ARFGAP1 inhibition. Arfgap1-stimulated ARF1 GTP hydrolysis, GDP FP detection. inhibition, % at 16.5 µM. 360,000 compounds, 0.26% hits. AID 651572;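 active = inhibition above a per-plate limit, mean inhibition of low control wells plus 3 SD, cut at about 25% in these data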;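 also: 0% = DMSO wells with enzyme and 100% = wells lacking Arfgap1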
# Target sequence (Q62848 1-136 limits assumed): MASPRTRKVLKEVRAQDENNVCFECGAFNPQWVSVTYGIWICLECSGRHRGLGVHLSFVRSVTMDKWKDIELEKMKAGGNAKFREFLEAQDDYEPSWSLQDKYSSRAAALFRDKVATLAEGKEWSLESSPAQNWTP
#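 system = rat Arfgap1 catalytic domain, aa 1-136 | technique = FP, GDP Alexa 633 tracer displaced from anti-GDP antibody, 620/688 nm | compound = one concentration, 16.5 µM, DMSO 1.26% | medium = HEPES-based buffer, pH 7.5 | timing = compound-enzyme preincubation 20 min, reaction 120 min, detection 60 min, 25 °C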
# Active calls of the source: *; . = no result given.
SMILES	ADAM10 inh	GAA850 FXN act	NPR2 activator	Tn6 DDE FP	rCAG binder	GC-A act	sPLA2-III inh	ASAP1 GAP inh	KLK7 zymogen act	ARFGAP1 inhibitor
COC(=O)c1c(C)[nH]c(C(=O)C(C)OC(=O)c2cnc(C)cn2)c1C (stereo not drawn)	2.1	1.4	2.7	-1.4	0.5	-0.1	-0.6	2.6	-0.1	11.1
COC(=O)c1cn[nH]c1NC(=S)Nc1ccc(C)cc1Cl	10.0	1.8	3.8	8.5	21.6	4.8	-6.7	13.9	0.1	-10.2
CSCCC(NC(=O)c1cccc(C)c1)C(=O)NNC(=O)c1cccs1 (stereo not drawn)	0.1	0.3	-4.8	4.2	0.2	-1.1	-4.2	-6.8	-0.4	3.4
CC(C)(CNCc1ccccc1)NS(=O)(=O)c1ccc(Cl)cc1	-4.7	-2.8	-1.5	6.0	0.8	-1.9	-1.7	-0.1	0.4	-4.1
CCOC(=O)[C@]12CCCC=C1N(CCC1=CCCCC1)C(=O)[C@H](CC(=O)NCCCCc1ccccc1)C2	0.9	.	3.9	-6.1	2.2	-6.6	-11.4	-1.6	0.9	12.2
O=C(NCC(=O)N1CCC2(CC1)NCCc1[nH]cnc12)c1cccc(Cl)c1	1.2	-0.9	1.8	0.1	-1.4	4.4	1.6	0.1	-0.2	-10.3
CCOc1ccc(-c2cc(C(=O)NCCOC)[nH]n2)c(C)c1	-9.3	1.3	1.3	5.9	2.0	3.0	-0.8	-0.9	-0.4	9.8
CCOC(=O)N1CCN(C(=O)CSc2ccc(-c3ccccc3OC)nn2)CC1	-2.4	2.6	0.4	3.0	-4.6	2.0	5.9	14.4	-0.5	-16.4
COC1=CC(=O)OC(c2ccccc2C(F)(F)F)C1 (stereo not drawn)	-5.7	.	4.2	5.4	0.8	3.2	0.9	-8.2	1.0	3.5
Cc1cc(C)c(C)c(S(=O)(=O)NCc2ccc(C(=O)N3CCN(C)CC3)cc2)c1C	1.0	-1.1	-1.7	-0.8	-8.0	0.4	-6.8	2.7	0.1	4.9
Cc1c(Cl)cccc1NC(=O)c1cccnc1	8.8	2.8	4.4	10.1	0.6	-1.8	6.0	0.4	0.5	0.5
COc1ccc(NC(=O)CN(Cc2ccccc2)S(C)(=O)=O)cc1	4.3	2.1	1.7	-2.2	-0.3	-0.5	-0.3	-10.2	0.1	12.8
COc1cccc(CC2(CO)CCN(C(=O)NC3CCCCC3)CC2)c1	2.3	1.4	0.7	4.6	-7.6	1.8	0.1	-2.7	-0.8	-3.6
CCCc1cc(=O)oc2c(C)c(OCC(=O)N3CCC(C(N)=O)CC3)ccc12	-118.4	-1.9	1.3	5.2	1.6	1.1	4.2	0.8	-0.2	0.7
Cn1cc(C[C@H](NC(=O)OC(C)(C)C)C(=O)N[C@@H](CO)Cc2ccccc2)c2ccccc21	5.8	-5.1	-0.5	-5.2	-10.6	-5.8	-1.5	1.9	0.1	3.7
C=CCc1ccc(OCc2ccc(C(=O)OC)o2)c(OC)c1	4.6	3.0	-0.4	-3.8	-0.5	-3.3	-12.4	1.2	0.5	-1.0
COc1cccc(C(C)(O)c2nc(-c3cccc(C(C)C)c3)cs2)c1 (stereo not drawn)	13.6	2.6	-2.0	3.9	2.6	5.1	-19.7	-10.1	1.0	8.3
O=C1CC(c2ccsc2)Sc2ccccc2N1 (stereo not drawn)	-7.0	3.0	1.2	-6.5	-2.5	-6.9	9.7	6.1	0.2	8.9
CN1CCNC(=O)C1CC(=O)N1CC=C(c2ccc(F)cc2)CC1 (stereo not drawn)	-8.2	0.0	3.5	0.7	-1.0	3.5	6.2	-4.8	-0.1	-1.5
O=C(NC1CCS(=O)(=O)C1)C1CCCN(S(=O)(=O)c2ccc(Cl)cc2)C1 (stereo not drawn)	-2.8	-0.5	5.2	5.0	-1.5	-0.2	7.2	11.3	-0.2	4.5
COc1cccc(C(=O)Nc2cccc3ccccc23)c1	6.9	0.8	5.8	-6.6	1.3	-2.0	-1.9	10.7	0.7	-0.9
Clc1ccccc1Nc1nc(NCC2CC2)nc2ccsc12	-51.8	-1.7	2.5	6.0	3.2	4.7	-7.7	6.6	1.1	16.8
O=C(NCCCN1CCN(CCCNC(=O)c2cccc(Cl)c2)CC1)c1cccc(Cl)c1	4.3	0.4	-6.8	-5.3	-3.3	-2.8	-13.2	-2.6	0.2	0.4
O=C(CSc1nc2ccccc2[nH]1)c1ccccc1F	1.6	0.9	-2.0	4.2	1.0	-0.8	-26.9	4.0	0.0	1.7
COc1cnc(-c2ccccn2)nc1Sc1ccc(F)cc1	0.8	2.3	-2.5	0.5	-6.0	0.2	3.8	7.9	0.8	-1.2
Cc1nc2c(OCc3ccc(C(F)(F)F)cc3)cccn2c1N(C)C(=O)CCC1CCCC1	5.5	-3.2	1.2	-1.7	-1.5	1.4	6.1	10.4	-0.1	8.0
O=C(CCCN=C1NS(=O)(=O)c2ccccc21)OCc1cc([N+](=O)[O-])cc2c1OCOC2	8.1	1.2	-7.0	3.2	0.5	-0.3	0.3	-8.5	0.9	8.1
CC(C)c1cc(C(=O)N2CCCC(CCC(=O)NCc3ccccc3F)C2)n(C)n1 (stereo not drawn)	-0.1	-1.2	2.4	5.6	-6.2	-4.9	3.1	3.9	0.6	-5.0
CC(=O)Nc1ccc(S(=O)(=O)Oc2ccccc2N2C(=O)C3C4CCC(C4)C3C2=O)cc1 (stereo not drawn)	1.9	-1.7	1.5	-0.1	0.2	1.8	4.5	-8.4	0.6	3.5
Cc1ccc(S(=O)(=O)NC(=O)C2(C)CCN2C(=O)Cc2cccs2)nc1 (stereo not drawn)	-1.7	0.4	-1.7	-5.1	1.4	4.4	4.1	-3.0	-0.5	-4.2
CCN(CC)CCCn1c2c(c(SCC(=O)Nc3cc(C)cc(C)c3)nc1=O)CCC2	-6.7	0.2	0.2	-3.4	5.0	-5.6	-5.2	8.5	-0.5	1.8
Cc1cccc(C)c1NC(=O)C(CCc1ccccc1)N1CCN(CCN(C)C)CC1 (stereo not drawn)	-7.2	.	-5.8	6.9	3.0	1.1	0.8	-5.2	0.1	-5.7
Cc1nn(C)cc1S(=O)(=O)N1CCN(Cc2ccccc2Cl)CC1	5.7	1.0	3.4	-3.1	-4.5	-4.4	-5.3	-0.7	-0.5	6.9
CCCOc1ccc(C(=O)CCC(=O)NNC(=O)c2cccs2)cc1	-1.2	-0.3	0.7	1.6	-1.2	2.4	-1.5	16.7	-0.3	2.6
Cc1ccc(N2CC(C(=O)Nc3nnc(C)s3)CC2=O)cc1 (stereo not drawn)	-8.0	1.0	3.8	-4.0	0.9	-1.6	-5.5	7.6	0.6	5.9
CCCNC(=O)C(Cc1cccc(OC)c1)NC(=O)c1ccc(C#N)cc1 (stereo not drawn)	3.0	0.8	-6.0	7.7	-4.3	-1.9	-0.1	7.1	-0.1	12.6
CC(=O)NC1=NC(=O)/C(=C/N2CCOCC2)S1	-7.4	1.0	2.8	3.2	1.8	4.8	0.5	5.2	0.4	5.7
CCc1ccccc1OCC(=O)Nc1ccc2c(c1)OCCO2	11.3	1.1	-3.7	-1.6	-2.1	-0.6	-2.7	6.4	0.2	-1.0
COc1ccccc1-c1nc(SC)n[nH]1	-8.4	3.7	-0.9	10.8	0.8	6.4	0.8	-3.8	-0.5	-14.5
CCc1nc2ccc(C(=O)N3CCN(c4ccc(Cl)cc4)CC3)cc2nc1CC	-2.4	2.8	-1.3	3.8	-4.9	-3.8	-3.6	2.2	0.1	16.5
Cc1cccc(OCC(=O)Nc2ccc3c(c2)C(=O)NC3=O)c1	-7.5	-0.9	-4.4	0.8	2.6	2.3	5.5	-4.1	-3.0	7.0
O=C(COC(=O)c1ccc(O)cc1O)NCCN1C(=O)CSC1=O	-11.5	0.4	5.1	-3.0	-1.8	-0.1	12.3	5.7	-0.2	0.3
O=C(Cn1c(=O)oc2ccccc21)N(Cc1ccccc1)C1CCS(=O)(=O)C1 (stereo not drawn)	11.1	1.1	0.8	-9.2	0.9	2.8	8.8	20.7	0.3	-10.7
Cc1cccc(OCCCC(=O)Nc2ccc(N3CCCCC3)cc2)c1C	6.3	-1.2	-4.7	6.0	-0.9	4.3	5.7	8.3	0.0	13.7
COc1ccc(C(C)=O)cc1COC(=O)c1cc2ccccc2cc1O	0.2	2.6	7.2	-5.2	2.7	8.2	-6.1	2.5	-0.2	-10.4
O=C1/C(=C\c2cccc(O)c2)SC(=S)N1Cc1ccccc1	10.3	-1.1	-1.9	-3.6	25.0	-6.6	-28.1	-6.2	-0.1	11.4
O=C(CSc1nc2c(c(=O)n1-c1ccccc1)SCC2)N1CCOCC1	2.2	-1.5	3.1	-1.6	0.5	1.0	1.7	-5.8	-0.2	7.2
OC(c1ccccc1)(c1nc(-c2cc3ccccc3o2)cs1)C(F)(F)F (stereo not drawn)	16.1	-1.0	-1.8	-6.7	1.0	8.6	-27.2	4.8	0.3	-1.9
O=C(Nc1ccon1)c1ccc(S(=O)(=O)N2CCOCC2)cc1	-10.4	1.3	.	-0.9	-1.3	.	9.7	5.6	0.3	5.9
CC(C)NC(=S)N1CCN(S(C)(=O)=O)CC1	-3.1	-0.2	4.3	-3.8	5.4	-3.6	14.6	8.7	0.1	-0.3

# Next part; the last 2 above are carried over.
SMILES	ADAM10 inh	GAA850 FXN act	NPR2 activator	Tn6 DDE FP	rCAG binder	GC-A act	sPLA2-III inh	ASAP1 GAP inh	KLK7 zymogen act	ARFGAP1 inhibitor
O=C(Nc1ccon1)c1ccc(S(=O)(=O)N2CCOCC2)cc1	-10.4	1.3	.	-0.9	-1.3	.	9.7	5.6	0.3	5.9
CC(C)NC(=S)N1CCN(S(C)(=O)=O)CC1	-3.1	-0.2	4.3	-3.8	5.4	-3.6	14.6	8.7	0.1	-0.3
Cc1ccccc1NC(=O)Cc1nc(CSc2nnc(C3CCCCC3)n2N)cs1	9.1	1.0	3.1	-3.9	2.9	-1.0	-16.3	6.9	-0.7	4.1
CCc1cccc(C)c1NC(=O)CSc1nnc(-c2cc3cc(Br)ccc3o2)n1CC	5.3	2.0	9.7	2.9	-0.6	0.6	-1.8	4.6	-0.2	3.6
Cc1ccc(OCC(=O)O/N=C(\N)c2ccccn2)cc1C	-1.4	4.5	-2.7	3.0	-7.2	-3.6	-3.2	-7.2	0.0	1.9
COc1ccc(/C=C(\NC(=O)c2ccccc2)C(=O)NCCC(=O)O)cc1	-2.6	1.0	0.6	-4.4	-1.7	0.9	5.2	-12.0	0.7	2.0
CCCCn1nc(NS(=O)(=O)c2cccc3nonc23)c2cc3cccc(C)c3nc21	-4.0	3.4	-8.0	-2.2	74.3*	-2.4	1.8	0.8	-0.3	-10.8
CN1CCN(CCCNC(=O)Cn2nc(-c3ccccc3)ccc2=O)CC1	1.1	0.4	-3.6	13.0	0.4	1.0	4.0	6.3	-0.3	-5.2
CC(=O)c1c(OC(=O)c2ccccc2)c2ccccc2n1C	7.9	2.5	-0.1	-1.5	-1.9	-4.3	-7.7	3.8	-0.5	0.9

# Compound activity as filed in PubChem BioAssay.
